ERG Ets-DNA blk = ERG Ets/DNA interaction inhibition; fluorescence polarization, His-ERG Ets domain / labelled DNA; P11308; 0.028% of 370,000 active; Potency, µM (doses to about 76.9 µM), for inactives: at the highest dose FP activity, negative = inhibition, actives largely listed as inhibitors; active = well fitted inhibition curve with a large enough effect in the polarisation, with a control signal flat; inconclusive = small, poorly fitted or top-dose-only effect, or effect the other way, or a change in a side signal; inactive = no such curve, though single readings can be large or run the other way; the % refers to the polarisation;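 also: polarization taken with two DNA probes labelled with fluorescein and Texas red; potency is read from the fitted curve at half-maximal effect; % of control where 0% means no effect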
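His-tagged ERG Ets domain (1 uM in the protein solution; 300mM KCl, 50mM Tris-HCl, 1mM EDTA, 1mM DTT, pH 7.5) received compound, then a probe mix of 5 nM fluorescein-DNA and 100nM Texas-615-DNA. Fluorescence polarization was read for both dyes.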
Tb PGK inh = inhibitors of T. brucei phosphoglycerate kinase. P07378. PGK/GAPDH coupled, Kinase-Glo luminescence, 60 min. Potency, µM (top dose mostly 57.5 µM), without a hit: at the highest dose activity change, negative = inhibition, most hits filed as inhibitors. 0.043% of 380,000 active; also: potency is read from the fitted curve at half-maximal effect; % is scaled to controls: 0 for no effect and ±100 for the full control effect; nearly all actives have a fitted effect of over 60% in size
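Luminescent ATP detection (Kinase-Glo Plus) follows a 60-minute room-temperature incubation, with wells lacking PGK as controls. Buffer: 100 mM TEA (pH 7.6), 5 mM MgCl2, 0.01% Tween-20. Coupling enzyme GAPDH (100 nM final) supplies unstable 1,3-BPG in-well.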
GLS inh = blocks human kidney-isoform glutaminase activity. O94925. GLS enzymatic activity, qHTS titration. Potency, µM (highest dose often 45.5 µM), for the others: at the highest dose activity change, negative = inhibition, most hits filed as inhibitors. 0.21% of 410,000 active. AID 624170; also: potency is read from the fitted curve at half-maximal effect; % is scaled to controls: 0 for no effect and ±100 for the full control effect
Target sequence (O94925 whole entry, looked up, canonical isoform): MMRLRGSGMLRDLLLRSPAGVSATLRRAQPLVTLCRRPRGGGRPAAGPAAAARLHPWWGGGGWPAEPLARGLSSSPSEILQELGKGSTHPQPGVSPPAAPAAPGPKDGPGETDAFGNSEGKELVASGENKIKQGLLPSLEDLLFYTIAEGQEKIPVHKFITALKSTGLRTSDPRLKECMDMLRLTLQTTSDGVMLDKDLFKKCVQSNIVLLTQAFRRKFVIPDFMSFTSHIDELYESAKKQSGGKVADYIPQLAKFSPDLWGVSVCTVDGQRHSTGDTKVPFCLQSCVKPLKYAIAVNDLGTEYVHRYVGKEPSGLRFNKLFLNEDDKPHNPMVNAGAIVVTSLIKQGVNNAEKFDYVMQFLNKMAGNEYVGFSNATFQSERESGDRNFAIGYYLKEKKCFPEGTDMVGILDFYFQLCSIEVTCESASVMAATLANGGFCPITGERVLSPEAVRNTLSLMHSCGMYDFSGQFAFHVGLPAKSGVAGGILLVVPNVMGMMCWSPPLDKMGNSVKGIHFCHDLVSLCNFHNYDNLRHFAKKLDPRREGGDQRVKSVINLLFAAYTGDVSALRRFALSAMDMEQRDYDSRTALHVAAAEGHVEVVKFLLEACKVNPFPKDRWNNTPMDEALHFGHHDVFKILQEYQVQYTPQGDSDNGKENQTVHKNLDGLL
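Enzyme dispensed in phosphate buffer (45 mM, pH 8.2, 0.02% Tween-20), compounds pinned in, then 1 mM L-glutamine solution and the glutamate oxidase–HRP–Amplex Red mix added; fluorescence read immediately and again after 30 min at room temperature.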
JMJD2A Tudor = JMJD2A Tudor domain (human) inhibition; O75164; 4.4% of 390,000 active; Potency, µM (series often up to 114 µM), for the others: at the highest dose activity change, negative = inhibition, most hits filed as inhibitors; AlphaScreen JMJD2A-Tudor / H3K4me3 peptide binding; also: potency is read from the fitted curve at half-maximal effect; % is scaled to controls: 0 for no effect and ±100 for the full control effect; nearly all actives have a fitted effect of over 50% in size
Pin1 inhibitor = human Pin1 inhibition. Pin1 FP peptide displacement, HiFluor488, 10 min. Potency, µM (highest dose often 115 µM), inactives show at the highest dose activity, negative = inhibition, actives largely listed as inhibitors. 0.009% of 390,000 active. AID 504891; active = well fitted inhibition curve with a large enough effect in the polarisation, with a control signal flat, not every such curve was filed as active; inconclusive = small, poorly fitted or top-dose-only effect, or effect the other way, or a change in a side signal; inactive = no such curve, though single readings can be large or run the other way; the % refers to the polarisation; also: potency is read from the fitted curve at half-maximal effect; % is scaled to controls: 0 for no effect and ±100 for the full control effect
Target sequence (Q13526 whole entry, looked up): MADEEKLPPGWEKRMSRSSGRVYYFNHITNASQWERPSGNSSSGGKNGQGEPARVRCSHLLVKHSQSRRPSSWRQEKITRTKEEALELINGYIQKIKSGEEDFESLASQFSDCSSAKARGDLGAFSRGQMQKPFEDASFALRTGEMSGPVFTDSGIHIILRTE
BAZ2B block = BAZ2B (human) inhibition; Q9UIF8; AlphaScreen BAZ2B-H3K14Ac peptide displacement; Potency, µM (series often up to 114 µM), for inactives: top-dose activity change, negative = inhibition, usual class: inhibitors; 4.4% of 360,000 active; AID 504333; also: potency is read from the fitted curve at half-maximal effect; % is scaled to controls: 0 for no effect and ±100 for the full control effect; nearly all actives have a fitted effect of over 60% in size
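Protein-peptide AlphaScreen: BAZ2B 50 nM, b-H3K14Ac 50 nM, 1x PBS pH 7.4 + 0.01% Tween-20. Preincubation 30 min RT; cpd 30 min RT (top 110 uM); beads 20 min RT, light-protected.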
PI4K2A block = inhibitors of human PI4K2A; purified PI4K2A, ADP-Glo luminescence, 1 h; active compounds read low; activity change, negative = inhibition, % at 76.9 µM; 0.13% of 420,000 active; AID 1346378; in the data active = activity change below about -50%; inconclusive = mostly about -30% to -49%;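 also: -100% = wells without enzyme as full effect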
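Compounds are screened against recombinant PI4K2A using PI as substrate and ATP, the latter dispensed at 300 microM. Reactions run one hour at ambient temperature before ADP-Glo detection; full inhibition defined by wells lacking enzyme.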
HP1b chromo inh = inhibitors of HP1-beta chromodomain binding to methylated histone tails. AID 540317. Potency, µM (titrated, usually from 114 µM), inactives show at the highest dose activity change, negative = inhibition, actives largely listed as inhibitors. P83916. AlphaScreen HP1-beta / biotin-H3K9me3 peptide binding. 0.56% of 390,000 active; also: potency is read from the fitted curve at half-maximal effect; nearly all actives have a fitted effect of over 70% in size; inactives centre near 23
Target sequence (P83916 whole entry, looked up): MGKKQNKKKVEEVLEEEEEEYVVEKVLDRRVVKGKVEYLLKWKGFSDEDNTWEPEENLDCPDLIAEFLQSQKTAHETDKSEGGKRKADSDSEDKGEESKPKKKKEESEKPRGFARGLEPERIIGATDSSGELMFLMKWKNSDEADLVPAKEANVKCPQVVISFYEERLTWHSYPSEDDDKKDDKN
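Compound inhibition of the preformed complex between 50 nM HP1-beta and 50 nM biotinylated H3K9me3 peptide was read by AlphaScreen. Buffer was PBS pH 7.4 with 0.01% Tween-20. Incubations ran 30 min at room temperature, with 10 ug/mL donor/acceptor beads.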
G9a block = blocks human histone lysine methyltransferase G9a | Q96KQ7 | G9a H3K9 monomethylation, AlphaScreen, 2 h | Potency, µM (titrated, usually from 102 µM), for inactives: at the highest dose activity, negative = inhibition, usual class: inhibitors | 8.8% of 350,000 active; also: potency is read from the fitted curve at half-maximal effect; % is scaled to controls: 0 for no effect and ±100 for the full control effect; nearly all actives have a fitted effect of over 75% in size
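Methyltransferase reactions run at room temperature for 2 h (20 nM enzyme, 500 nM biotin-H3K9 peptide, 20 uM SAM) after a 15 min compound preincubation; product detected by AlphaScreen beads and anti-H3K9me1 antibody.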
Numbers without * were called inactive; i = inactive; ? = inconclusive; nt = not tested or not shown; & = joins results of further samples; [ ] = dose if it differs, or a comment. Unless noted, calls follow the shape of the dose curve; as a rule, active = well fitted curve in the direction sought with a large enough effect; inconclusive = small, poorly fitted or top-dose-only effect, or another doubt; inactive = no such curve, though single readings can be large; an effect the other way counts as inactive or inconclusive.

ERG Ets-DNA blk	Tb PGK inh	GLS inh	JMJD2A Tudor	Pin1 inhibitor	BAZ2B block	PI4K2A block	HP1b chromo inh	molecule	G9a block
2%	-6%	1%	-28%	7%	-20%	4	11%	CCc1cc2c(=O)n(Cc3ccco3)c(SCC(=O)NC3CCS(=O)(=O)C3)nc2s1 (stereo unspecified)	50µM*
3%	i	-10%	-17%	0%	nt	2	15%[57 µM]	COc1ccccc1N1CC(C(=O)NC2CCCCCC2)CC1=O (stereo unspecified)	nt
-5%	-7%	14%	-5%	-15%	nt	-6	34%	COc1ccccc1N1CCN(c2ccc(=O)n(CC(=O)O)n2)CC1	-29%[59 µM]
8%	-8%	-1%	-7%&-9%	0%&-4%	0%	-4	14%&42%	C=CC1CN(CC(=O)OC)S(=O)(=O)c2ccccc21 (stereo unspecified)	-1%[59 µM]
-1%	5%	2%	-15%	-2%	-9%	-4	24%	Cn1c(CN2CCCC2)nc2cc(NC(=O)c3ccc(Cl)cc3)ccc21	?
6%	7%	17%	-10%	-11%	13%	-2	17%	CC(C)CN(C(=O)CCCc1nc2ccccc2c(=O)[nH]1)c1c(N)n(Cc2ccccc2)c(=O)[nH]c1=O	40µM*
nt	2%	2%	-12%	-13%	9%	-3	43%[activator]	CC(C)(C)n1nnnc1C(c1ccc2ncccc2c1)N1CCSCC1 (stereo unspecified)	-24%[12.7 µM]
2%	i	-6%	-7%	1%	-10%	-2	48%[activator]	COCCc1nn2c(=O)cc(COC(=O)c3cc(OC)c(OC)c(OC)c3)nc2s1	-6%
1%	2%	15%	-1%	-1%	13%	2	42%[activator]	COc1ccccc1Nc1nnc(SCC(=O)NC2CCCC2)s1	4%[59 µM]
6%	0%	-1%	3%	4%	-1%	-2	7%	COc1cccc(NC(=O)C2CCN(S(=O)(=O)c3cccc4nonc34)CC2)c1	-3%[59 µM]
13%	-3%	-4%	-4%	-2%	-15%	-1	22%	Cc1ccc([N+](=O)[O-])cc1NCC(=O)NN	13%
6%	-7%	-12%	-9%	-2%	-24%	-4	31%	Cc1ccc(S(=O)(=O)N2CCC3(CC2)OCCN3S(=O)(=O)c2c(C)cc(C)cc2C)cc1	-28%
-11%	i	-10%	-7%	-17%	-1%	5	48%[activator]	O=C(N[C@@H](Cc1ccccc1)C(=O)O)c1ccc(C(F)(F)F)cc1	-33%[59 µM]
-5%	0%	0%	7%	-4%	nt	1	50%[activator]	O=C(NCc1ccccc1)c1onc(CSc2ccc(F)c(F)c2)c1C(=O)NCc1ccccc1	nt
11%	-12%	1%	?	-2%	21%	-1	-1%	COc1ccc(N2CCN(C(=O)CSc3nc4[nH]ncc4c(=O)n3-c3ccc(Br)cc3)CC2)cc1	84%[activator]
9%	-8%	3%	2%	0%	-14%	4	32%	CCOc1ccc(C(C)(C)C)cc1S(=O)(=O)Nc1ccncc1	-12%
0%	4%	8%	-11%	-8%	3%	0	23%	Cc1ccc(CNC(=O)CCc2nnc3n(C)c(=O)c4sccc4n23)cc1	5%[59 µM]
0%	-7%	27%	-7%	-1%	1%	7	48%[activator]	COc1ccccc1CNC(=O)C1CCC(CNc2c(N3CCOCC3)c(=O)c2=O)CC1 (stereo unspecified)	-16%[59 µM]
7%	-7%	9%	-20%	2%	-28%	-15	-1%	CC1CN(S(=O)(=O)c2cccc(C(=O)Nc3ccc4c(c3)CCC4)c2)CC(C)O1 (stereo unspecified)	2%
-20%	2%	0%	-16%	-2%	-8%	-1	44%[activator]	Cc1nonc1CN(C)C(=O)CC1C(=O)NCCN1Cc1cccc(C(F)(F)F)c1 (stereo unspecified)	50µM*
-12%	-5%	-5%	8%	3%	1%	1	18%	CC1(C)NC(=O)N(CC(O)COc2ccccc2C(=O)N2CCCCC2)C1=O (stereo unspecified)	1%
3%	-2%	-10%	-2%	-1%	-32%	0	54%[activator]	CCc1cc(=O)oc2cc(OCC(=O)NCCCN3CCCC3=O)ccc12	57%[activator]
1%	2%	15%	-20%	-11%	-7%	0	10%	COc1ccccc1CNC(=O)C(=O)NCC(c1cccnc1)N1CCN(c2ccccc2)CC1 (stereo unspecified)	-6%[59 µM]
-1%	-11%	6%	13µM*	-7%	32µM*	-1	50µM*	CCc1cccc(OCCCn2ccnc2)c1	16µM*
84%[activator]	-4%	-21%	45µM*	?	45µM*	-3	?	CN1C2CCC1/C(=C/c1cccn1C)C(=O)/C2=C\c1cccn1C	?
2%	-10%	4%	-2%	4%	1%	0	28%[57 µM]	COc1cccc(CNC(=O)CSc2ncc(S(=O)(=O)c3ccc(C)c(Cl)c3)c(=O)[nH]2)c1	-15%[59 µM]
-2%	-3%	-15%	-8%[11.4 µM]	8%	-3%	-17	-7%	COc1cc2c(cc1NC(=O)Nc1cccc(C)c1)oc1ccccc12	-1%
nt	-11%	16%	-18%	11%	8%	-4	47%[activator]	Cc1cccc(C(=O)Nc2nnc(Cc3c[nH]c4ccccc34)s2)c1	?
6%	-5%	-3%	4%	10%	5%	1	34%	O=S(=O)(NCCc1ccccn1)c1cccs1	-29%[12.7 µM]
-16%	1%	2%	-35%	8%	-34%	-2	16%	CN(C)c1ccc(/C=N/NC(=O)COc2ccccc2)cc1	?
0%	i	12%	4%	15%	8%	-5	0%	Cc1noc(C)c1CSc1nc2ccccc2n1CCc1ccccc1	?
-5%	i	5%	-12%	-8%	-3%	4	14%	CC(O)/C=C/c1ccc2ccccc2n1 (stereo unspecified)	20%[59 µM]
0%	-6%	-21%	-2%	14%	-13%	-1	38%	COc1ccc2oc(=O)c(-c3nc(-c4cc(OC)c(OC)c(OC)c4)no3)cc2c1	1%[59 µM]
2%	-7%	-2%	-5%	-2%	0%	-2	23%	O=C(NCC1COCCO1)c1ccc2nc(Cc3cccc(Cl)c3)oc2c1 (stereo unspecified)	nt
1%	-1%	-1%	-20%	-1%	-21%	1	23%	COc1ccc(/C=C/C(=O)Nc2ccccc2C)cc1S(=O)(=O)N1CCOCC1	-8%[12.7 µM]
2%	-4%	1%	-26%	2%	-10%	-1	29%	O=C(NCCC1=CCCCC1)c1ccc2c(c1)ncn2-c1cccc(Cl)c1	-27%[59 µM]

3 entries already listed, arranged by heavy-atom count, smallest number first:
ERG Ets-DNA blk	Tb PGK inh	GLS inh	JMJD2A Tudor	Pin1 inhibitor	BAZ2B block	PI4K2A block	HP1b chromo inh	molecule	G9a block
nt	2%	2%	-12%	-13%	9%	-3	43%[activator]	CC(C)(C)n1nnnc1C(c1ccc2ncccc2c1)N1CCSCC1 (stereo unspecified)	-24%[12.7 µM]
6%	0%	-1%	3%	4%	-1%	-2	7%	COc1cccc(NC(=O)C2CCN(S(=O)(=O)c3cccc4nonc34)CC2)c1	-3%[59 µM]
-5%	0%	0%	7%	-4%	nt	1	50%[activator]	O=C(NCc1ccccc1)c1onc(CSc2ccc(F)c(F)c2)c1C(=O)NCc1ccccc1	nt

Next part:
ERG Ets-DNA blk	Tb PGK inh	GLS inh	JMJD2A Tudor	Pin1 inhibitor	BAZ2B block	PI4K2A block	HP1b chromo inh	molecule	G9a block
-4%	-13%	4%	-21%	3%	-13%	0	11%	COC(=O)c1c(NC(=O)Cc2coc3ccc(C)cc23)sc2c1CCC2	-37%[59 µM]
1%	1%	2%	-20%	6%	2%	-7	3%	CCOc1cc(C)c(Cl)cc1S(=O)(=O)NCc1ccco1	-10%[12.7 µM]
-9%	-4%	0%	-15%	3%	-25%	3	18%	NC(=O)CSc1n[nH]c(=O)n1CCc1ccccc1	10%
1%	1%	25%	?	-1%	-28%	2	?	C=CCNc1nc(Nc2ccc(OC)cc2OC)nc(OCC)n1	3%[12.7 µM]
11%	0%	-2%	-14%	-8%	-31%	0	28%	CN(C)c1nc(N(C)C)n(C(=O)c2ccc(F)cc2)n1	-5%
-4%	-4%	13%	-8%	-1%	4%	-1	28%	Cc1ccccc1NC(=O)c1ccco1	nt
-5%	0%	5%	-4%	-7%	-2%	1	29%	CCn1c(NCc2ccc(OC)c(OC)c2)nc2ccccc21	-42%[59 µM]
1%	-2%	-2%	-2%	-1%	-3%	1	31%[activator]	CCOc1cnn(-c2cc(Oc3ccc(C)cc3)ncn2)c(=O)c1Cl	4%
-8%	1%	14%	-8%	-15%	-25%	102	20%	COc1ccc(C(=O)O)cc1S(=O)(=O)NCCc1ccccn1	-7%[59 µM]
-2%	11%	-2%	-18%	1%	-14%	-1	23%[57 µM]	CC1CCN(S(=O)(=O)c2cc(C(=O)N3CCN(c4ccccc4F)CC3)n(C)c2)CC1	7%[59 µM]
-10%	1%	-2%	-7%	-6%	4%	0	51%	Cc1cc(C)c2cc(CN(CCO)Cc3nnnn3Cc3ccc(F)cc3)c(=O)[nH]c2c1	-42%[12.7 µM]
